# M4 ag: human M4 muscarinic receptor agonists, primary screen, CHO-K1 cells, Fluo-8 calcium fluorescence; activation, % at 3 µM; 360,000 tested, 0.14% active; CHO-K1 hM4/Gqi5; vehicle 0%, full acetylcholine response 100%; Muscarinic acetylcholine receptor M4 (Homo sapiens), P08173; AID 624127, 2012;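 active = activation above the run mean over all test wells plus 3 SD, cut at about 32% in these data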;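 note: peak over basal fluorescence ratio per well then scaled between controls; 0% = DMSO wells and 100% = acetylcholine at EC100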
# M5 ag: human M5 muscarinic receptor agonists, primary screen, CHO-K1 cells, Fluo-8 calcium fluorescence; CHO-K1 hM5 cells; 0% DMSO wells, 100% maximal acetylcholine response; activation, % at 3 µM; 360,000 tested, 0.19% active; AID 624037, 2012;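 active = activation above the run's mean over test compounds plus 3 SD, cut at about 23% in these data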;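 note: signal is peak over basal fluorescence ratio across the kinetic read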
# M5 PAM: human M5 muscarinic receptor positive allosteric modulators, primary screen, CHO-K1 cells, Fluo-8 calcium fluorescence; CHO-K1 hM5, ACh EC20 PAM; 0% = ACh EC20, 100% = ACh EC100; activation, % at 3 µM; 360,000 tested, 0.3% active; AID 624038, 2012;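 active = activation above the run cutoff, the mean activation of all test compounds plus 3 SD, cut at about 18% in these data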
#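 Test system: CHO-K1 hM5 cells / Doses: single-point, 3 µM nominal / Times: Post-acetylcholine fluorescence recording 140 s / Technique: Fluo-8 calcium fluorescence / Measure: Max/basal fluorescence ratio as % of EC20–EC100 ACh window / Benchmarks: low control EC20 acetylcholine (0%), high control EC100 acetylcholine (100%) / Replicates: one well per compound, no replicates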
# CHRM4 antagonist: human M4 muscarinic receptor antagonists, primary screen, CHO cells, Fluo-8 calcium fluorescence. CHO-hM4 cells, ACh EC80. inhibition, % at 3 µM. AID 624125, 2012. 360,000 tested, 0.73% active;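 active = inhibition above its plate's cutoff, the mean inhibition of sample wells plus 3 SD, cut at about 27% in these data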;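 note: 0% = acetylcholine EC80 with DMSO and 100% = DMSO without agonist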
# IDE inh: human IDE inhibitors in live cells, primary screen, fluorescence polarization, HEK cells, FAbetaB substrate; Insulin-degrading enzyme (Homo sapiens), P14735; FAbetaB cleavage; inhibition, % at 5.59 µM; 320,000 tested, 0.41% active; AID 434962, 2010;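 active = percent inhibition above the average of all tested compounds plus 3 SD, set per screening campaign, cut at about 16% in these data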;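 note: IDE supplied by intact live HEK cells; FP after avidin binding of uncleaved biotin substrate so inhibition keeps polarization high; 0% = DMSO wells and 100% = 60 µM reference IDE inhibitor Ii1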
# Target sequence (P14735 whole entry, looked up): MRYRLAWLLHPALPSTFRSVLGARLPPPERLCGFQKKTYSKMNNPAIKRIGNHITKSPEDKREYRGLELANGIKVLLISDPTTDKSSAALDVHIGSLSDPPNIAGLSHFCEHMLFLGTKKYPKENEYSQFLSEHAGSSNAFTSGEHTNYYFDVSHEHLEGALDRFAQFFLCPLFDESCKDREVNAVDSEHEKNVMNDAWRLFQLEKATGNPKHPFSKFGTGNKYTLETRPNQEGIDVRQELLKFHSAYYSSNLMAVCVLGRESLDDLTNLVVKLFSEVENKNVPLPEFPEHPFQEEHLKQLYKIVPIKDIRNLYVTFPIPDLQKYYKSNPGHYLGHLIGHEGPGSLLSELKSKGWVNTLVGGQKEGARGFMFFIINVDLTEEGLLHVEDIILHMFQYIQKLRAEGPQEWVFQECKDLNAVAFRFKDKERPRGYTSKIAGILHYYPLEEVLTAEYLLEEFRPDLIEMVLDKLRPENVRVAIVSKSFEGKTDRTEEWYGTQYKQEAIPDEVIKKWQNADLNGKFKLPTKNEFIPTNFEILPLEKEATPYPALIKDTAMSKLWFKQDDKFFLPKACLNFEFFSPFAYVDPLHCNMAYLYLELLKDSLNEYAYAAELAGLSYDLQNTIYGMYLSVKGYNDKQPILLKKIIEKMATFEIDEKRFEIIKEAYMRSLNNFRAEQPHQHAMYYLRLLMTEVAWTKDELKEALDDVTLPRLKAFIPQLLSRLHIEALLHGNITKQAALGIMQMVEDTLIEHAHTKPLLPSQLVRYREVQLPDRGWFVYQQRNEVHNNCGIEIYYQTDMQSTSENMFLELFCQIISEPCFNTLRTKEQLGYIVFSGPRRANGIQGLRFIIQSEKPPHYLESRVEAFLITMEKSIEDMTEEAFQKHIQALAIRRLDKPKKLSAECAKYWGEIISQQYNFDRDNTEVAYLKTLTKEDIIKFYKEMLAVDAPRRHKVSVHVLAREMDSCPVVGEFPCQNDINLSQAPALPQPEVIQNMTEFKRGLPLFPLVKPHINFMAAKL
# CRFBP-R2 agonist: agonists of CRF-BP/CRF-R2 complex, primary screen, cell-based, HEK293, calcium dye fluorescence, uHTS | CRF-binding protein / CRF receptor 2 complex (human) | calcium dye fluorescence (FLIPR); percent of saturating CRF peptide response | activation, % at 13.2 µM | 350,000 tested, 0.46% active | AID 588473, 2011;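 active = activation of at least 50%, plus an integration ratio under a set limit after plate pattern correction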;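 note: plate controls were neutral control wells without compound for no effect and CRF at EC100 for full effect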
# M4 PAM: human M4 muscarinic receptor positive allosteric modulators, primary screen, CHO-K1 cells, Fluo-8 calcium fluorescence | Muscarinic acetylcholine receptor M4 (Homo sapiens), P08173 | activation, % at 3 µM | 360,000 tested, 0.4% active | CHO-K1 hM4/Gqi5, ACh EC20; 0% = ACh EC20, 100% = maximal ACh | AID 624126, 2012;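 active = activation above its plate's cutoff, the mean activation of sample wells plus 3 SD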; note: some results filed as inactive read as strong as hits
# CHRM5 antagonist: human M5 muscarinic receptor antagonists, primary screen, CHO cells, Fluo-8 calcium fluorescence | Muscarinic acetylcholine receptor M5 (Homo sapiens), P08912 | inhibition, % at 3 µM | 360,000 tested, 0.59% active | CHO-hM5 cells, ACh EC80;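 active = inhibition above a per-plate cutoff, the mean of that plate's test compounds plus 3 SD, cut at about 27% in these data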;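 note: 0% = acetylcholine EC80 with DMSO and 100% = DMSO without agonist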
# CRFBP-R2 block: antagonists of CRF-BP/CRF-R2 complex, primary screen, cell-based, HEK293, calcium dye fluorescence, uHTS | AID 588475, 2011 | inhibition, % at 11.8 µM | 350,000 tested, 0.59% active | CRF-induced calcium fluorescence;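 active = inhibition of the ligand-induced calcium signal above about 50% at the single tested concentration, limit read from the data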
# Active calls of the source: *; . = not tested or not shown.
SMILES,M4 ag,M5 ag,M5 PAM,CHRM4 antagonist,IDE inh,CRFBP-R2 agonist,M4 PAM,CHRM5 antagonist,CRFBP-R2 block
COc1ccc(N2CCN(C(C)C(=O)Nc3nnc(C)s3)CC2)cc1 (stereo unspecified),2,1,11,-7,-2,0.3,3,-12,6
CCCCCCCc1c(O)nc(SCCN2CCOCC2)[nH]c1=O,0,0,3,-3,0,0.6,-2,5,9
COc1ccnc(Oc2ccccc2)c1C(N)=O,1,-4,-4,-1,-1,3.0,1,-2,-3
CN(C(=O)CSc1nnc(-c2ccccc2)n1C)C1CCS(=O)(=O)C1 (stereo unspecified),1,0,2,-4,5,0.7,-6,6,-2
COc1ccc(C)cc1NC(=O)C(NCC1CCCO1)c1ccccc1 (stereo unspecified),-1,-1,0,-7,0,0.0,0,-1,-17
Cc1ccc(N(CC(=O)NCCSc2ccccn2)S(=O)(=O)c2ccc(F)cc2)cc1,2,-1,-6,-4,-8,0.9,-6,2,-13
CCN1CCN(/C=N/c2nc3c(s2)CCCC3)CC1,1,-2,-2,6,3,-0.7,5,1,3
COCCNC(=O)c1ccc(CN2CCC(Cc3ccccc3)CC2)cc1,0,-20,0,12,-8,6.4,-14,11,26
Cc1cccc(NC(=O)c2cc(=O)c3ccccc3o2)n1,3,1,-12,6,1,-2.9,7,15,3
CC(=O)NC1(c2ccccc2)CCN(C(=O)N2CCOCC2)CC1,0,-3,2,0,3,1.5,-4,4,-15
Brc1ccc(-c2csc(N3CCCCCC3)n2)cc1,0,0,5,1,-13,-1.8,-2,7,-2
CC(C)(C)c1cc(CCC(=O)N2CCNCC2)c(C(C)(C)C)cc1O,0,-2,1,0,-3,0.5,-6,-7,35

# Overlap with the part before: 2 entries, followed by the next part.
SMILES,M4 ag,M5 ag,M5 PAM,CHRM4 antagonist,IDE inh,CRFBP-R2 agonist,M4 PAM,CHRM5 antagonist,CRFBP-R2 block
Brc1ccc(-c2csc(N3CCCCCC3)n2)cc1,0,0,5,1,-13,-1.8,-2,7,-2
CC(C)(C)c1cc(CCC(=O)N2CCNCC2)c(C(C)(C)C)cc1O,0,-2,1,0,-3,0.5,-6,-7,35
C=CCOC(=O)C1=C(C)NC(SCC(=O)Nc2nccs2)=C(C#N)C1c1cccs1 (stereo unspecified),0,-7,-2,-6,2,1.3,7,-7,18
O=C(Nc1ccc(S(=O)(=O)N2CCCC2)cc1)c1cnccn1,1,-1,-3,4,2,-0.6,-4,4,15
COc1ccc(CN2CC(C(=O)NCCCN3CCCCC3)CC2=O)cc1 (stereo unspecified),0,-3,-3,-4,8,-0.3,-4,4,0
CC(Sc1ccc(Cl)cc1)C(=O)Nc1ccccc1-c1ccccc1 (stereo unspecified),0,-3,-2,-3,3,2.1,-11,-5,-8
COc1ccccc1NS(=O)(=O)c1cc(NC(=O)CC(C)(C)C)ccc1N1CCOCC1,9,-1,-1,2,-6,-1.8,-2,10,-6
COc1ccc(/C=C2/C(=O)N(c3cccc(F)c3)N=C2C)c(OC)c1,1,2,3,8,-2,1.4,-2,1,0
Cc1ccc(NC(=O)CCCc2nc3ccccc3c(=O)[nH]2)c(Cl)c1,0,2,0,-1,-3,-0.9,0,5,10
Cc1ccc(-c2nn(-c3ccccc3)cc2/C=C/C(=O)Nc2cccc(S(N)(=O)=O)c2)cc1,1,2,-8,7,-2,1.6,-13,12,5
CCOc1cc(/C=N/Nc2ccc(S(=O)(=O)Nc3ccccc3C(=O)O)cc2[N+](=O)[O-])cc(Cl)c1O,0,0,0,-4,.,-2.1,6,9,-3
Cc1cccc(N(CC(=O)N/N=C/c2cc([N+](=O)[O-])ccc2Cl)S(C)(=O)=O)c1C,0,-1,-1,-6,3,1.4,-1,2,-12
O=C(CCCCC(=O)N1CCOCCOCCOCC1)OCc1ccccc1,0,1,-5,2,-5,1.9,4,2,-11
CCOc1cccc2c1OC1(C)CC2NC(=O)N1c1ccc(OC)cc1 (stereo unspecified),5,-2,-7,-12,0,-2.2,0,-6,-1
COC(=O)c1ccc2nc(C)c(C)nc2c1,1,-3,-6,7,4,-0.9,3,6,5
C/C(=N\N=C(/N)SC1CC(=O)N(c2cccc(Cl)c2)C1=O)c1cccs1 (stereo unspecified),6,3,-1,6,-3,1.0,8,1,-35
CC(C)Nc1ccc(Nc2ccnc3cc4ccccc4cc23)cc1,7,-17,4,-11,-1,0.8,-5,-6,-11
CCCCOc1ccc(C(=O)N/C(=C/c2cccc([N+](=O)[O-])c2)C(=O)O)cc1,1,-3,-6,-15,-1,12,2,0,3
O=C(CN1C(=O)c2ccccc2S1(=O)=O)Nc1ncc([N+](=O)[O-])s1,0,3,-2,1,.,0.4,5,13,1
COc1ccc(C2=NOC3(CC(=O)N(c4ccc5ccccc5c4)C3=O)C2)c(OC)c1 (stereo unspecified),0,-2,4,4,-3,5.6,3,-4,-48
COc1cc(Br)c(-c2sc(Nc3ccccc3)n[n+]2-c2ccccc2)cc1OC,3,0,-6,-4,4,-2.5,8,14,7
c1ccc(-c2noc(CN3CCCC(OCc4ccccn4)C3)n2)cc1 (stereo unspecified),0,-3,-1,-14,3,1.5,4,6,-17
O=C(NCC1CCCN1S(=O)(=O)c1cccs1)C(=O)Nc1cccc(F)c1 (stereo unspecified),5,4,1,6,3,-0.6,-5,-5,1
CCOc1ccccc1C(=O)NCC(=O)OCCOc1cccc(Cl)c1,2,-3,-3,-7,1,-0.1,-4,3,14
Cc1cc(C)c(NC(=O)COC(=O)c2c(C)noc2C)c(Cl)c1,1,1,4,1,1,0.0,7,9,-1
Cc1ccc(/C=C2\SC(=S)N(C3CCS(=O)(=O)C3)C2=O)cc1 (stereo unspecified),2,4,1,0,-2,0.7,10,8,-1
COc1cccc(CNC(=O)CN(C)S(=O)(=O)c2ccc3c(c2)CC(C)N3C(C)=O)c1 (stereo unspecified),2,-1,1,-8,-1,-0.6,0,4,6
CCOC(=O)C1=CN(Cc2cccc(F)c2)S(=O)(=O)NC1c1ccc(Br)cc1F (stereo unspecified),2,-3,-8,-10,.,6.1,-5,-3,-3
O=C(CNc1cccc(S(=O)(=O)N2CCCCCC2)c1)Nc1cccc([N+](=O)[O-])c1,19,6,-34,4,-3,0.3,-7,12,-3
CCOC(=O)/C=c1\s/c(=C\c2ccc(C)cc2)c(=O)n1CC(=O)NCc1ccco1,1,-3,-2,-17,-6,-1.2,19*,-2,15
COc1ccc(OCCSc2ncn[nH]2)cc1,1,-1,-2,-4,-1,-1.4,9,-5,6
CC1=NN(c2ccccc2)C(=O)/C1=C\c1cc(C)n(-c2cccnc2)c1C,1,0,-1,6,2,0.0,-10,-1,6
COc1ccccc1-c1nc2n(n1)C(c1ccc(Cl)cc1)C(C(N)=O)=C(C)N2 (stereo unspecified),1,-9,1,-13,5,0.8,7,1,-33
O=C(COc1ccc2ccccc2c1)NCCn1ccc2ccccc21,4,1,-5,-6,-3,-1.4,-2,-1,-6
O=C(O)c1cc(-c2ccc3ccccc3n2)nc2ccccc12,1,0,1,12,-5,0.3,-6,8,7
C=CCOc1ccc(CNc2ccc(NC(=O)CC(C)C)cc2)cc1OC,0,-1,-1,-9,2,-0.5,3,-6,3
CN(CC(=O)N1CCc2ccccc2C1)S(=O)(=O)c1ccc2c(c1)c(=O)n(C)c(=O)n2C,7,2,2,-4,2,-2.7,7,-3,3
COc1ccc(C(CNC(=O)c2ccc(OCC3CCCO3)cc2)N2CCOCC2)cc1 (stereo unspecified),1,-2,1,7,11,-0.6,0,4,9
CN1C(=O)C(O)(c2sc(N)nc2-c2ccccc2)c2ccccc21 (stereo unspecified),1,-8,7,7,0,-0.8,2,6,-9
CCC(C)Nc1nc(Cl)nc(N(C#N)CN2C(=O)c3ccccc3S2(=O)=O)n1 (stereo unspecified),1,-6,5,-10,-3,-1.5,-5,-2,9
CCCc1ccc(OCc2ccc(C(=O)OC)o2)c(OC)c1,-2,-4,1,-1,1,1.3,2,-2,22
COc1cccc(NC(=O)C2(C)CCN2C(=O)C2CCCCC2)c1 (stereo unspecified),2,0,0,-11,.,.,-3,-1,.
CC(C)C[C@@H]1O[C@H](CCc2ccccc2)Cc2[nH][nH]c(=O)c21,0,1,-3,-1,.,.,9,3,.
COc1cccc(CN2CCNC(=O)C2CC(=O)N(C)CCC2CCOCC2)c1 (stereo unspecified),1,-3,-6,3,2,1.4,3,7,4
CCC(C)C(N)C(=O)NC(CCC(=O)OCc1ccccc1)C(N)=O (stereo unspecified),0,0,3,1,3,5.6,-1,-2,-4
COc1ccc(-c2c(C(=O)c3ccccc3)[nH]c(N)c2C(=O)NCc2ccccc2)cc1OC,9,5,-12,-3,.,.,-3,4,.
CCOc1ccccc1NC(=O)CN(c1ccc(C)cc1)S(=O)(=O)c1c(C)n[nH]c1C,1,-11,-23,-6,-2,0.4,-15,5,35
CC1CCCN(S(=O)(=O)c2ccc(Cl)s2)C1 (stereo unspecified),-1,-5,19*,-22,1,-2.1,1,6,10
COc1ccc(C2/C(=C(\O)c3cccc(OC)c3)C(=O)C(=O)N2c2ccccn2)cc1 (stereo unspecified),-1,-2,-5,13,2,-0.8,0,8,6
O=C(COc1ccc(S(=O)(=O)NC2CCCCC2)cc1)NCCC1=CCCCC1,4,0,-1,9,5,0.8,4,5,-42
CN(C(=S)NC(=O)c1ccccc1)c1c(N)n(Cc2ccccc2)c(=O)[nH]c1=O,1,-1,6,5,-4,-0.3,-2,-2,-1
COc1ccc(-c2nc(CSCC(=O)N3CCN(C4CCCCC4)CC3)c(C)o2)cc1OC,1,-2,-3,-1,-2,-2.7,3,4,18
Cn1c(=O)c2c(nc(Br)n2CCSc2nnnn2-c2ccccc2)n(C)c1=O,3,-3,1,3,1,0.3,-3,-1,-7
O=C(Cc1ccccc1)N1CCc2[nH]nc(-c3ccccc3)c2C1,10,-4,9,15,8,-1.4,18*,14,-5
C=CCN1C=C2C(=O)C(C)(OC(=O)CC)C(=O)C=C2C=C1CCCC (stereo unspecified),1,-4,0,0,10,-1.4,5,13,2
C[C@@H]1CN([C@H](C)CO)C(=O)CCCn2cc(nn2)CO[C@H]1CN(C)S(=O)(=O)c1ccc(Oc2ccccc2)nc1,0,-1,-1,-2,.,0.0,0,2,-5
Cc1cc2c(cc1C)-n1nnnc1C(N1CCN(c3ncccc3C#N)CC1)C(=O)N2 (stereo unspecified),13,8,-9,-17,.,.,-2,19,.

# Screening results deposited in PubChem BioAssay by several laboratories.
